ARFGAP1 inhibitor: rat ARFGAP1 inhibition; AID 651572; Arfgap1-stimulated ARF1 GTP hydrolysis, GDP FP detection; hit rate 0.26% among 360,000; Q62848; inhibition, % at 16.5 µM;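 active = inhibition above a per-plate limit, mean inhibition of low control wells plus 3 SD, cut at about 25% in these data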;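 note: 0% = DMSO wells with enzyme and 100% = wells lacking Arfgap1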
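Material: truncated rat Arfgap1 GAP domain; Incubation: compound-enzyme preincubation 20 min, reaction 120 min, detection 60 min, 25 °C; Read-out: percent inhibition of Arfgap1-stimulated GTP hydrolysis; Technique: FP, GDP Alexa 633 tracer displaced from anti-GDP antibody, 620/688 nm; Controls: No-Arfgap1 wells (100%) versus DMSO full-reaction wells (0%); Replication: single well per compound.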
UHRF1 binding: blocks human UHRF1 binding to methylated DNA; Q96T88; hit rate 0.75% among 370,000; UHRF1 binding to methylated oligo, TR-FRET; AID 687016; inhibition, % at 4.4 µM; in the data active = inhibition above about 21%;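 note: UHRF1 SRA domain binding a hemimethylated CpG hairpin DNA probe; 0% = median of test compound wells and 100% = reference inhibitor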
DDE Tn7 FP inh: DD(E)-Tn7 binding inhibition, primary FP screen; P02675; FP displacement of FITC-Tn7 peptide from fibrin DD(E); 0% = median of compound wells per plate; inhibition, % at 8.3 µM; hit rate 0.13% among 370,000;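 active = inhibition above the mean of compounds falling within the control limits plus 3 SD of them, cut at about 14% in these data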;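 note: 0% = plate median of compound wells and 100% = 10 µM Aha-Tn7 peptide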
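Test system: human clot-derived fibrin DD(E) complex / Quantity: 2 µM final DD(E) protein / Incubation: 10 min plus 3 h, room temperature / Measured by: fluorescence polarization / Benchmarks: high control of 10 µM Aha-Tn7 peptide / Replicates: singlicate testing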
ADAM17 inh: inhibitors of human ADAM17. P78536. recombinant ADAM17, EDANS/DABCYL FRET peptide cleavage. inhibition, % at 6.95 µM. hit rate 0.83% among 370,000;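 active = inhibition above the mean of compounds lying between control limits plus 3 SD, set per campaign, cut at about 8.5% in these data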;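 note: 0% = DMSO-only wells as the low control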
PLC-beta3 inh: blocks human PLC-beta3 enzyme activity | inhibition, % at 12.2 µM | Purified PLC-beta3, fluorogenic substrate, fluorescence | hit rate 0.18% among 370,000; in the data active = inhibition above about 11%;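 note: 0% = median of compound wells on plate and 100% = full blocker control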
Target sequence (Q01970 whole entry, looked up): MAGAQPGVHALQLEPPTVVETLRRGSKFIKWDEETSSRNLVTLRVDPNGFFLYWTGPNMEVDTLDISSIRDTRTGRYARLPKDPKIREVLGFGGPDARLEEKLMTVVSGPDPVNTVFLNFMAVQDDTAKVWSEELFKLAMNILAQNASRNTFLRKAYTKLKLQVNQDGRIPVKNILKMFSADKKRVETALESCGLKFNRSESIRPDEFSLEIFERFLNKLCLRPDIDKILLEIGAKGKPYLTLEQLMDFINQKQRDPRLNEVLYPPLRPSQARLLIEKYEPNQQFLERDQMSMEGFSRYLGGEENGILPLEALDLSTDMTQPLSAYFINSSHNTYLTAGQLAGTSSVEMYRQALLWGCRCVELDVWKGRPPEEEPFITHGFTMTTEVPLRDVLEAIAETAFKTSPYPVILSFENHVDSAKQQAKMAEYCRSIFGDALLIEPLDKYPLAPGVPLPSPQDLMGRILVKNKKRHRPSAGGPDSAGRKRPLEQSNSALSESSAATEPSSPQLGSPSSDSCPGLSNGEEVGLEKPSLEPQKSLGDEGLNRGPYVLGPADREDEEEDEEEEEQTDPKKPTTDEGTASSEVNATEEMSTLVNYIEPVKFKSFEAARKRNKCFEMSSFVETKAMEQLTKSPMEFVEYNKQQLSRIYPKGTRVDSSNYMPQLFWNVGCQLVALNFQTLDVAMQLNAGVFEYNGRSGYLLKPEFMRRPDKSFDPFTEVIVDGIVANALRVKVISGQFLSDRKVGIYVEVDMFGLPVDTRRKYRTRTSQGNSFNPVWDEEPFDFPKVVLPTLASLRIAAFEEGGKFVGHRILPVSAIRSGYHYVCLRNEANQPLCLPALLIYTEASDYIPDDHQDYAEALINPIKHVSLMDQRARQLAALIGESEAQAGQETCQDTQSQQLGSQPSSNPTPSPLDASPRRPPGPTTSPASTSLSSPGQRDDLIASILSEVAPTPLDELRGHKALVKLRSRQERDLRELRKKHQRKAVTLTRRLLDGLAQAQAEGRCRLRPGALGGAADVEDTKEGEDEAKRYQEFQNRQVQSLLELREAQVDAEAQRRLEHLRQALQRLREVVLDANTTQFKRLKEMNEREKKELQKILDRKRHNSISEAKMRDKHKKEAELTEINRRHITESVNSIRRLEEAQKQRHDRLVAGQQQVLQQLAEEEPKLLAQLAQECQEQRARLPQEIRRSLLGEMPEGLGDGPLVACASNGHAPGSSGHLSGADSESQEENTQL
KLK7 zymogen act: activates the human kallikrein-7 zymogen | purified proKLK7, EDANS-DABCYL substrate fluorescence; 100% is mature enzyme control, 0% vehicle | activation, % at 7 µM | hit rate 0.9% among 370,000;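 active = activation above the mean of all tested compounds plus 3 SD, computed per campaign excluding outliers beyond control limits, cut at about 13% in these data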
ASAP1 GAP inh: inhibitors of human ASAP1 ArfGAP activity; Q9ULH1; inhibition, % at 16.5 µM; ASAP1-stimulated ARF1 GTP hydrolysis, GDP FP detection; hit rate 0.19% among 360,000; in the data active = inhibition above about 25%;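 note: 0% = vehicle with enzyme and substrate and 100% = no enzyme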
MBD2 inh: inhibitors of human MBD2 binding to methylated oligonucleotide. inhibition, % at 4.4 µM. AID 686964. TR-FRET. hit rate 0.31% among 370,000. Q9UBB5; in the data active = inhibition above about 13%
Tn6 DDE FP: disrupts Tn6 cyclic peptide binding to fibrin D-Dimer-E complex; P02675; Fibrin DD(E) TRITC-Tn6 fluorescence polarization displacement; inhibition, % at 8.3 µM; hit rate 0.21% among 370,000; AID 720509;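 active = inhibition above a per-campaign cutoff: mean of compounds within control limits plus 3 SD, cut at about 15% in these data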;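 note: 0% = median of all compound wells on the plate and 100% = blocking peptide control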
PLCg1 inh: blocks human PLC-gamma1 enzyme activity | purified PLC-gamma1, fluorogenic substrate, fluorescence | inhibition, % at 12.2 µM | AID 720700 | P19174 | hit rate 0.84% among 370,000; in the data active = inhibition above about 9.5%
Starred values were filed as active, the others as inactive.

SMILES	ARFGAP1 inhibitor	UHRF1 binding	DDE Tn7 FP inh	ADAM17 inh	PLC-beta3 inh	KLK7 zymogen act	ASAP1 GAP inh	MBD2 inh	Tn6 DDE FP	PLCg1 inh
NC(N)=NS(=O)(=O)c1ccc(NC(=S)NC(=O)c2ccncc2)cc1	8	-1	-1	-2	3	-0.1	7	4	3	-1
CC(=O)N1c2ccc(S(=O)(=O)NCCC(=O)NC3CCCC(C)C3C)cc2CC1C (stereo unspecified)	6	1	4	-5	-4	0.4	-2	2	0	3
CCOC(=O)c1c(NC(=O)Nc2cccc(Cl)c2)sc(C)c1C	-4	3	-5	-4	-2	0.4	0	0	0	0
Cc1ccc[n+](-c2nc3ccccc3nc2[N-]S(=O)(=O)c2ccccc2)c1	-4	-2	2	-4	-8	0.8	6	-1	5	-1
Cc1cccc(NC(=O)Cn2c(=O)n3nc(CCn4nc(C)cc4C)nc3c3ccccc32)c1	10	-3	-8	3	3	0.1	22	-7	9	5
Oc1ccccc1C1=Nc2ncnn2C(c2ccccc2)C1 (stereo unspecified)	1	3	-6	-7	-16	-0.1	-7	1	4	-12
Oc1ccccc1Cn1nnc2ccccc21	5	2	0	2	-7	-0.7	0	-2	-4	-2
CCc1nc2c(OCc3cc(Cl)cc(Cl)c3)cccn2c1N(C)C(=O)c1cccc(OC)c1	2	-4	2	2	-2	0.2	-5	-1	0	-2
COc1cc2c(cc1OC)C(C(=O)Nc1cc(C)c(OC)c(C)c1)CC(=O)N2 (stereo unspecified)	-4	9	-4	-2	-11	0.3	4	0	11	0
COc1ccc(N2C(=O)CC(N3CCN(S(=O)(=O)c4cc(C)ccc4C)CC3)C2=O)cc1 (stereo unspecified)	9	-2	0	0	3	0.8	13	-3	-1	-2
O=C1OC(c2ccccc2)c2ccccc21 (stereo unspecified)	1	3	-4	1	4	-0.2	-2	-1	-4	7
COc1ccc(C)cc1NC(=O)CN(C)S(=O)(=O)c1ccc2c(c1)n(C)c(=O)c(=O)n2C	6	1	-2	-5	-7	0.0	-9	2	-4	3
CSCCNC(=O)C1(C)CCN1C(=O)c1sccc1C (stereo unspecified)	-3	0	3	0	2	-0.1	-6	-3	9	3
COc1ccc(N(CC(=O)NCc2ccco2)S(=O)(=O)c2ccc(C)cc2)cc1OC	-1	3	-2	1	2	-0.4	13	-2	-2	3
O=C(/C=C/c1ccccc1)NCC(=O)N/N=C/c1ccco1	-3	-4	-9	1	-3	-0.2	2	-12	-4	4
CCNC(=S)N=Nc1c(O)n(Cc2ccc(Cl)cc2)c2ccccc12	-2	4	-6	7	8	1.1	13	1	-1	4
Cc1nn(-c2ccccc2)c(N)c1N=Nc1cccnc1	8	-1	0	1	11*	0.0	7	6	-11	6
COc1ccc(NC(=O)CN2CCCN(S(=O)(=O)c3ccc(F)cc3)CC2)c(OC)c1	2	-1	0	1	4	-0.5	14	2	5	3
COC(=O)c1cc(S(=O)(=O)NCCc2cccc(C)c2)cn1C	-12	0	5	-2	-8	0.1	-8	2	6	-1
CS(=O)(=O)N(Cc1ccccc1)c1ccc(C(=O)NC2CCCCC2O)cc1 (stereo unspecified)	16	4	-4	3	4	-0.1	-3	-2	1	9.5*
COC(=O)CCC(=O)c1oc2ccc(OC)cc2c1N	8	1	-10	-25	-80	6.0	3	-5	-2	-64
CN(C(=O)CNc1ccccc1Cl)C1CCS(=O)(=O)C1 (stereo unspecified)	6	-3	-3	-3	-6	-0.2	4	2	0	-3
COc1cc(NS(=O)(=O)c2ccc(Cl)cc2)c(C(=O)O)cc1OC	-8	1	1	-2	-7	0.0	3	1	-5	-5
C=CCn1c(SCC(=O)NC(=O)c2cccc([N+](=O)[O-])c2)nnc1-c1ccccc1	2	0	1	0	-1	-0.4	-15	2	2	-2
Cn1nc(C(F)(F)F)c(/C=N/OC(=O)c2ccccc2Cl)c1SCc1ccc(Cl)cc1	-3	2	-5	2	3	0.1	-4	0	-1	3
More entries follow.
SMILES	ARFGAP1 inhibitor	UHRF1 binding	DDE Tn7 FP inh	ADAM17 inh	PLC-beta3 inh	KLK7 zymogen act	ASAP1 GAP inh	MBD2 inh	Tn6 DDE FP	PLCg1 inh
Cc1cc(C)cc(OCCCCn2cncn2)c1	10	3	-1	0	2	-0.4	10	-1	15	2
COc1ccccc1NS(=O)(=O)c1cc(C(=O)NCCC(C)C)ccc1F	13	-1	3	-4	1	0.4	-8	-3	-2	-1
Cc1cc(C)cc(C(=O)NCC(=O)N2CCN(c3cccc(Cl)c3)CC2)c1	2	-1	5	1	-6	0.1	2	-1	1	1
O=C1C2CCCN2C(c2cccc(F)c2)N1c1cccc(Cl)c1 (stereo unspecified)	5	-1	-10	1	3	0.2	4	-6	-4	1
Cc1cccc(C)c1NS(=O)(=O)c1ccc2c(c1)C(=O)c1ccccc1C2=O	0	-2	1	2	5	-0.3	4	1	6	7
O=C(COc1ccccc1)OCc1cc2ccccc2[nH]c1=O	-11	-4	1	-7	0	0.0	-5	-8	7	-2
Cc1ccc(SCC(=O)c2cc(C)c(OC(=S)N(C)C)c(C)c2)cc1	8	5	-2	1	2	0.0	0	2	-1	4
COc1ccc(C(CC(=O)c2ccccc2)CC(=O)c2ccccc2)cc1	1	2	-7	11*	-4	0.3	8	-6	2	13*
CC1(C)CC(=O)C2=C(C1)Oc1ncn(CCO)c(=N)c1C2c1ccccc1 (stereo unspecified)	-10	-1	-10	2	-1	0.0	4	-4	0	2
CC12CCC(C(=O)N/N=C/c3ccc(O)cc3)(OC1=O)C2(C)C (stereo unspecified)	9	1	-3	-6	-10	-2.0	-4	3	2	-2
COc1ccc(C2/C(=C(/O)c3ccccc3)C(=O)C(=O)N2c2ccccn2)cc1 (stereo unspecified)	10	2	2	-5	-9	2.5	-9	0	2	-6
CC(C)(C)n1nnnc1C(c1ccncc1)N1CCN(c2ccc(O)cc2)CC1 (stereo unspecified)	9	0	2	-2	-1	0.6	2	2	-4	-3
FC(F)Oc1ccc(NC(=S)N2CCN(Cc3ccccc3)CC2)cc1	4	-4	-3	0	-6	0.1	-4	-2	-2	0
O=C(c1ccco1)N1CCN(C(=O)c2ccccc2OCc2ccc(Cl)cc2)CC1	0	0	5	-1	-1	0.5	-1	-4	-3	3
Cc1nnc(SCC(=O)NC2CCCCC2)s1	3	-2	7	-2	3	-0.2	-6	-8	-3	-1
Cc1occc1C(=O)Nc1cccnc1	-3	-1	-13	-2	2	-0.6	-7	-2	-15	0
Cc1ccccc1NC(=O)Nc1ccc2c(c1)OCO2	6	-2	3	-4	-5	-0.3	10	2	-6	-1
O=C(O)CSc1nccc2ccccc12	-24	-1	1	1	-5	-0.3	1	0	5	-2
CCn1c(=S)[nH]c2c(=O)n(C)c(=O)n(C)c21	-10	1	-3	-4	-4	0.1	-8	-6	-1	1
COc1ccc(S(=O)(=O)N2CC(O)C[C@H]2C(=O)OCC(=O)N2CCCCCC2)cc1 (stereo partly specified)	12	-4	0	-1	-4	-0.5	7	-4	-3	-2
Cn1c(SCc2ccc(F)cc2)nnc1-c1ccncc1	5	0	2	-6	-4	-0.8	5	-4	-2	-3
CCOc1ccccc1C(=O)N[C@H](C(=O)NNC(=O)c1cccs1)C(C)C	4	-2	2	-2	0	0.9	-6	-2	2	2
COc1ccccc1NS(=O)(=O)c1ccc(NC(=O)CCNC(=O)c2ccco2)cc1	-7	-1	4	-2	0	0.4	-9	-2	4	-1
COc1ccc(/C=C(\C#N)C(=O)N2COCC2(C)C)cc1	5	1	3	-4	-5	-0.7	4	-1	2	2
O=C(CN1CCN(Cc2ccccc2Cl)C1=O)NCC1CCCO1 (stereo unspecified)	1	3	-4	-1	2	-0.6	-4	2	0	2
Continuation.
SMILES	ARFGAP1 inhibitor	UHRF1 binding	DDE Tn7 FP inh	ADAM17 inh	PLC-beta3 inh	KLK7 zymogen act	ASAP1 GAP inh	MBD2 inh	Tn6 DDE FP	PLCg1 inh
Cn1cccc1CC(=O)NNC(=S)Nc1ccc(Cl)cc1	8	4	-5	4	-5	0.3	2	-2	-11	-3
O=C(NCC(c1cccnc1)N1CCOCC1)C1CCCCC1 (stereo unspecified)	7	-1	-4	-6	-1	0.5	-2	-3	1	-2
OC1CCCN(C(=S)NCc2ccccc2)C1 (stereo unspecified)	1	2	-2	-1	-56	0.7	7	3	0	2
Cc1cc(C)n(CC2CC(=O)N(c3ccc(Cl)cc3)C2=O)n1 (stereo unspecified)	7	0	1	-1	-5	0.3	8	0	1	5
CCC/C(C#CCCN1C(=O)c2ccccc2C1=O)=C1/c2ccccc2C(=O)N1c1ccccc1	17	5	-1	1	-3	-0.3	3	8	-5	-10
O=C(O)C(Cc1ccccc1)N1C(=O)C=CC1=O (stereo unspecified)	-7	0	-2	-3	2	-0.2	0	2	2	3
O=C(CS(=O)(=O)Cc1ccccc1)Nc1ccc(S(=O)(=O)N2CCOCC2)cc1	1	-2	7	-4	3	-0.3	5	-1	3	-1
CC(C)N1CCC(=NNc2ccc(S(=O)(=O)N3CCOCC3)cc2[N+](=O)[O-])CC1	10	-4	11	0	-2	0.2	0	-1	0	0
Cc1ccc(-c2nnc(NC(=O)c3ccc([N+](=O)[O-])o3)o2)c(C)c1	0	-3	3	0	-6	0.7	-5	1	6	1
O=c1cc[nH]c2ccc([N+](=O)[O-])cc12	-1	-4	-2	-2	-6	0.2	-10	-7	-5	3
COc1ccc(Cn2c(C)nc3c(c2=O)c2nc4ccccc4nc2n3Cc2ccco2)cc1	-30	17	0	-26	-66	-51	-2	18*	1	-30
C=CCN1C(=O)N(/C=C/C)c2cccc3cccc1c23	-4	-3	-8	3	-1	0.3	11	-4	0	4
CCCCCCCCOC(=O)c1nc(Cl)c(Cl)c(N)c1Cl	15	-1	-7	2	2	0.0	-6	-8	-2	0
CCOc1ccc(N(CC(=O)NC2CCCC2)C(=O)c2ccc(C)s2)cc1	-10	-3	6	-1	-6	0.0	-6	-1	4	0
CCn1ncc(Br)c1C(=O)Nc1cc(C(=O)OC)ccc1C(=O)OC	-8	0	4	-10	-13	0.9	-13	-8	5	-8
CC(C)(C)NC(=O)NC(=O)CSc1nnc2ccccn12	5	1	1	-6	-1	0.1	-7	1	-2	-1
Cc1c(S(=O)(=O)N2CCN(c3ccccc3)CC2)c(=O)n(C)c(=O)n1C	7	-1	0	-3	2	-0.9	12	-2	-4	2

Rows were taken by chance; about 4.1% have a hit in one of these screens.
